Compound activity: PubChem, National Center for Advancing Translational Sciences (NCATS)
D1 potentiator = enhances dopamine response at the human D1 receptor; HEK293 TREx D1 cells, calcium flux, dopamine EC20 potentiation; potentiation, % at 10 µM; hit rate 0.036% among 360,000; AID 504651; in the data active = potentiation above about 30%; also: 0% is about no effect
D1 antagonist = antagonists of human D1 dopamine receptor. activity change, negative = inhibition, % at 10 µM. HEK293 TREx D1 cells, calcium flux, dopamine EC80; active compounds read low. hit rate 3.2% among 360,000; in the data active = activity change below about -30%; also: % is scaled to controls: 0 for no effect and ±100 for the full control effect
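HEK293 T-REx cells expressing inducible, force-coupled D1 receptor; no-wash Ca dye, 30–90 min RT. Cmpd → 180 s read at 1 Hz → EC80 DA → 180 s read.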
RXFP1 ag = RXFP1 (human) receptor agonism. hit rate 0.3% among 370,000. Potency, µM (highest dose often 57.5 µM), without a hit: at the top dose activation, most hits filed as activators. AID 2676. HEK293T-RXFP1 cAMP TR-FRET, 30 min; response scale: percent of porcine relaxin response, buffer zero; also: potency is read from the fitted curve at half-maximal effect; % is scaled to controls: 0 for no effect and ±100 for the full control effect; nearly all actives have a fitted effect of over 60% in size; many of its hits are not listed in these tables
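cAMP rise read by TR-FRET after 30 min, 37C compound exposure (up to 58 uM) in RXFP1-transfected HEK293 cells with Ro 20174 present. EC50 from Hill-equation fits, with 29 nM porcine relaxin as 100% and buffer as basal.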
D2 PAM = positively modulates the human D2 dopamine receptor allosterically. P14416. HEK293 T-REx D2, calcium flux, EC20 dopamine potentiation. potentiation, % at 10 µM. hit rate 0.34% among 340,000. AID 485347;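 active = potentiation over 3 SD above the plate norm, cut at about 30% in these data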; also: 0% is about no effect
Target sequence (P14416 whole entry, looked up): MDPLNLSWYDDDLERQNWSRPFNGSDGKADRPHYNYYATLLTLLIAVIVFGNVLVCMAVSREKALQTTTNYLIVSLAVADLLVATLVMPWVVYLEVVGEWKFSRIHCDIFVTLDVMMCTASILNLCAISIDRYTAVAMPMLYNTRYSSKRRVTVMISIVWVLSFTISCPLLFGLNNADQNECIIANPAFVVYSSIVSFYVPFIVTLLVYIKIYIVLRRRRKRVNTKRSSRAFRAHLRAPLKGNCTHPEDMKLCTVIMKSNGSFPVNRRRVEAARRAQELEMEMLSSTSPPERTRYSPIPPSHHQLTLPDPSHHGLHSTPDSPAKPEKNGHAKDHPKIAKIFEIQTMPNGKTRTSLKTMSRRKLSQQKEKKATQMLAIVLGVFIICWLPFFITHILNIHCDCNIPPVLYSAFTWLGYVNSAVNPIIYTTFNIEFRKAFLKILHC
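Cells plated with tetracycline inducer and held overnight at 30 C; calcium dye loaded 30–90 min at room temperature; baseline taken, compound added and read 180 s; EC20 dopamine then added and read 180 s.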
RXFP1 antagonist = RXFP1 (human) relaxin receptor antagonism | Q9HBX9 | HEK293-RXFP1, relaxin-stimulated cAMP HTRF, 30 min; active compounds read low | activity change, negative = inhibition, % at 57.5 µM | hit rate 0.59% among 350,000 | AID 1259400;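 active = activity change of -60% or lower, but not beyond a set lower limit; inconclusive = change between -60% and -40%, or beyond the set limit; inactive = change above -40%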; also: % is scaled to controls: 0 for no effect and ±100 for the full control effect
Anesthetic bind = candidate novel general anesthetic via apoferritin binding. P02791. apoferritin/1-aminoanthracene competitive binding, fluorescence. Potency, µM (doses to about 77.5 µM), inactives show at the top dose activity change, negative = displacement, actives largely listed as inhibitors. hit rate 0.074% among 350,000. AID 485281; also: potency is read from the fitted curve at half-maximal effect; % is scaled to controls: 0 for no effect and ±100 for the full control effect; nearly all actives have a fitted effect of over 20% in size
Target sequence (P02791 2-175 limits assumed): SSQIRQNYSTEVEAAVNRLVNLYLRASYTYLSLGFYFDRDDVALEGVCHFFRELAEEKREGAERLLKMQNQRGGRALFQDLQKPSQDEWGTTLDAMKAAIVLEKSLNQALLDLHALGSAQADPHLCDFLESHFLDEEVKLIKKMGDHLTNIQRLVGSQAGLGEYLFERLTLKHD
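Probe: 1-aminoanthracene (50% saturated, PBS). Protein: horse-spleen apoferritin, 10 uM. Incubation: 10 min, room temperature. Detection: 380 nm excitation, 535 nm emission. Analysis: normalized response, four-parameter Hill.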
D1 ag = activates the human D1 dopamine receptor; P21728; HEK293 T-REx D1 cells, calcium flux, agonist mode; activation, % at 2 µM; hit rate 1% among 360,000; in the data active = activation above about 30%; also: 0% is about no effect
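Agonism was scored from calcium flux recorded over 180 s (1 read/s) after pintool compound addition, following a 10-cycle baseline. Cells were inducible force-coupled HEK293 TREx D1, plated overnight at 30 C and loaded with no-wash calcium dye.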
TRHR PAM = allosterically enhances the human TRH receptor; P34981; TRHR cells, fluo-8 calcium fluorescence, EC20 TRH enhancement; enhancement, % at 2 µM; hit rate 0.66% among 360,000; AID 493056; in the data active = enhancement above about 30%; also: 0% is about no effect
Target sequence (P34981 whole entry, looked up): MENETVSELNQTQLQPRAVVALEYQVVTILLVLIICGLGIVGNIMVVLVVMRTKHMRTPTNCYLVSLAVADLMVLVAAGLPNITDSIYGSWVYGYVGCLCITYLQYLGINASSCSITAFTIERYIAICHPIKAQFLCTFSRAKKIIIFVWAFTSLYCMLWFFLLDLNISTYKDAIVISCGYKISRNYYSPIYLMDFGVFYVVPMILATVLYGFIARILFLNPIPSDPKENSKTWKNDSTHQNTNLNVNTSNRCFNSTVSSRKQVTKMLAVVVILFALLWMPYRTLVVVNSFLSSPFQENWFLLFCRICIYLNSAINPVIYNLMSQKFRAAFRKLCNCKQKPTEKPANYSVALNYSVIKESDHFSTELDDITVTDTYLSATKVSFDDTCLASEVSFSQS
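TRHR-expressing cells loaded with fluo-8 calcium dye were read kinetically (ex 480/em 530) during compound addition, then stimulated with an EC20 of TRH (10 nM final). Enhancement of the Gq-mediated intracellular calcium response was scored.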
TRHR ag = activates the human TRH receptor; TRHR cells, calcium flux fluo-8, FDSS agonist mode; activation, % at 2 µM; hit rate 0.18% among 360,000; in the data active = activation above about 30%; also: 0% is about no effect
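Read-out: compound-evoked intracellular calcium rise in TRHR cells, fluo-8 dye, kinetic FDSS fluorescence at 1 s/cycle following a 10-cycle baseline. Cells cultured overnight before dye loading (30 min–1.5 h, RT).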
* = called active by the depositor; ? = inconclusive; . = not tested or not shown; & = joins results of further samples; [ ] = remark or other dose. Unless noted, calls follow the shape of the dose curve; as a rule, active = well fitted curve in the direction sought with a large enough effect; inconclusive = small, poorly fitted or top-dose-only effect, or another doubt; inactive = no such curve, though single readings can be large; an effect the other way counts as inactive or inconclusive. The list is partial, so the mix of outcomes need not match the whole.

SMILES | D1 potentiator | D1 antagonist | RXFP1 ag | D2 PAM | RXFP1 antagonist | Anesthetic bind | D1 ag | TRHR PAM | TRHR ag
COCCN(Cc1nc2ccccc2c(=O)[nH]1)C(=O)COc1ccccc1-c1ccccc1 | -8 | -3 | 0.4% | -23 | -24 | . | 1 | -17 | 0.1
CCCc1nn2c(=O)cc(COC(=O)c3ccccc3NC(=O)COc3ccccc3F)nc2s1 | 1 | -8 | 15% | 10 | -7 | -2% | 0 | 11 | -1.6
CN(C)CC(=O)N1c2ccccc2Sc2ccc(Cl)cc21 | 1 | 7 | 1.3% | -6 | -22 | -11% | 0 | 0 | -0.6
COc1ccc(-c2cn3nc4c(nc3n2)CCCC4)cc1 | -2 | 6 | 6.5% | 6 | -8 | 247%[activator] | 7 | 4 | 19
CC1(C)CC(CNCCC(c2ccc(F)cc2)c2ccco2)CCO1 (stereo not given) | -3 | -11 | 1.8% | . | -11 | -11% | 9 | -7 | -0.6
O=C(Oc1c(-c2ccccc2)c(=O)n2c3c(cccc13)CC2)c1ccco1 | -3 | 22 | -0.7% | . | -28 | -8% | 1 | 3 | 0.3
O=C(CSc1nnc(-c2c[nH]c3ccccc23)o1)N(Cc1ccccc1)c1ccc(F)cc1 | -6 | -6 | -1.3% | 6 | -17 | -9% | 6 | -8 | 0.1
COc1c(F)c(F)c(C(=O)Nc2ccc(NC(=O)c3ccco3)cc2)c(F)c1F | -5 | -2 | 0.3% | -5 | -2 | -5% | 1 | -1 | 0.2
Cc1cccc(C)c1NC(=O)NN1C(C)CCCC1C (stereo not given) | 4 | 13 | 0.8% | -2 | 0 | -3% | 22 | 7 | 0.7
COc1ccc2[nH]cc(CCn3ccc(O)c(C/C=C/c4ccccc4)c3=O)c2c1 | 4 | -2 | 1.1% | 12 | -6 | -7% | -1 | 5 | -0.3
COC(=O)C1=CN(Cc2ccc(C)cc2)C=C(C(=O)OC)C1c1ccc(F)c(F)c1 | -11 | -4 | 6.6% | 2 | -8 | 85%[activator] | 5 | -6 | -0.2
CS(=O)(=O)N(CC(=O)NC1CCCC1)c1ccc(Oc2ccccc2)cc1 | -5 | -5 | -0.1% | -13 | 1 | -8% | 2 | -5 | -0.7
COc1ccc(OC)c(S(=O)(=O)n2cnc3ccccc32)c1 | 0 | -4 | 0.6% | 10 | -6 | -9% | 5 | -4 | 0.4
O=C(C1CC1)N1CCN=C1SCc1ccc(F)cc1 | . | 4 | 3.1% | 5 | . | -11% | 3 | 9 | -0.6
COc1ccc(-c2nc3ccc([N+](=O)[O-])cc3o2)cc1 | 12 | 41 | -0.9% | -1 | 6 | -3% | 6 | -1 | -0.1
Cc1nc2c(c(C)nn2C(C)(C)C)c(C)c1CCC(=O)Nc1ccc(Br)cc1Br | 0 | -7 | 0.8% | 15 | . | -13% | 4 | 5 | 0.3
CCc1cn([C@H]2C[C@H](O)[C@@H](CO)O2)c(=O)[nH]c1=O | 2 | -25 | 1.8% | -11 | . | -1% | 0 | 9 | 0.5
O=C(NCc1cccs1)C1CCCN1C(=O)Nc1ccccc1Cl (stereo not given) | -2 | -2 | 1.2% | 10 | -2 | -7% | 1 | 2 | 0.5
CCCCN(C)C(=O)c1nc2ccccn2c1CNCCCn1ncc2ccccc21 | -11 | 3 | -0.9% | -27 | 8 | -3% | 5 | -18 | -0.3
Cc1cccc(NC(=O)CSc2nc3c(oc4ccccc43)c(=O)n2-c2ccccc2)c1C | 0 | 4 | 2.2% | 13 | . | -8% | 1 | -2 | 0.2
COc1ccc(OCC(=O)N2CCN(S(=O)(=O)c3ccccc3[N+](=O)[O-])CC2)cc1 | -2 | -12 | 0.0% | -4 | 3 | -22% | 1 | 1 | -0.8
Cc1cc(C)c(NC(=O)C2CCCCN2C)c(C)c1 (stereo not given) | -3 | 11 | -0.4% | -4 | 18 | -7% | 3 | -6 | -0.7
CCCN(CCC)S(=O)(=O)c1ccc(C(=O)Nc2nc(-c3ccccc3)c(C(=O)OCC)s2)cc1 | -1 | -3 | 1.5% | -6 | -4 | -1% | 0 | 3 | 0.6
CCCOC(=O)Nc1nc2ccccc2o1 | -3 | 2 | 1.6% | -6 | 3 | -8% | 9 | -3 | 3.4
Nc1ncnc2c1ncn2C1CCCO1 (stereo not given) | -5 | 19 | 5.3% | -2 | . | . | -1 | 2 | 0.4
O=C(CSc1cn[nH]n1)Nc1ccc(Cl)cc1Cl | . | 12 | 3.0% | 2 | -9 | -12% | 4 | -6 | 1.0
CC(=O)Nc1ccc(S(=O)(=O)N2C(C)CCCC2C)cc1 (stereo not given) | 16 | 4 | 1.5% | 6 | 4 | -4% | 2 | 13 | 0.6
Cc1ccccc1NC(=O)CN(C)S(=O)(=O)c1cccc2nsnc12 | -3 | 19 | 1.0% | 7 | -2 | -7% | -1 | -7 | -0.5
Cn1cc(-c2ccccc2C(N)=O)c(=O)c2ccccc21 | 0 | 7 | -1.9% | 0 | -17 | -2% | 3 | 0 | 0.4
Cc1cccc(C)c1NC(=O)CN(C)CC(=O)Nc1ccccc1Oc1ccccc1 | 3 | 0 | -1.8% | -3 | 7 | -9% | 2 | -27 | -0.2

For reference, some entries already given.
SMILES | D1 potentiator | D1 antagonist | RXFP1 ag | D2 PAM | RXFP1 antagonist | Anesthetic bind | D1 ag | TRHR PAM | TRHR ag
Cc1ccccc1NC(=O)CN(C)S(=O)(=O)c1cccc2nsnc12 | -3 | 19 | 1.0% | 7 | -2 | -7% | -1 | -7 | -0.5
Cn1cc(-c2ccccc2C(N)=O)c(=O)c2ccccc21 | 0 | 7 | -1.9% | 0 | -17 | -2% | 3 | 0 | 0.4
Cc1cccc(C)c1NC(=O)CN(C)CC(=O)Nc1ccccc1Oc1ccccc1 | 3 | 0 | -1.8% | -3 | 7 | -9% | 2 | -27 | -0.2

Later entries:
SMILES | D1 potentiator | D1 antagonist | RXFP1 ag | D2 PAM | RXFP1 antagonist | Anesthetic bind | D1 ag | TRHR PAM | TRHR ag
O=C(Cn1nnc2ccccc2c1=O)NC1CCCc2ccccc21 (stereo not given) | -9 | 14 | 0.7% | 1 | 0 | -11% | -1 | -2 | 0.2
O=C(O)C(Cc1c[nH]c2ccccc12)NS(=O)(=O)c1ccc(Cl)c(C(F)(F)F)c1 (stereo not given) | -4 | 4 | -3.1% | 1 | 6 | -6% | 3 | 9 | -0.6
N#CCCOC1(C#CCN2CCCC2)CCCCC1 | -1 | 0 | 0.3% | 3 | 15 | -8% | 8 | 7 | 1.3
COc1ccccc1NC(=O)c1ccc(NS(=O)(=O)c2c(C)noc2C)cc1 | 1 | -5 | 1.5% | -5 | -3 | -9% | 3 | -7 | -0.2
COc1ccc(C(C(=O)NCC2CCCO2)N(C(=O)CNC(=O)c2ccco2)c2cc(C)cc(C)c2)cc1OC (stereo not given) | 2 | -3 | -3.7% | 34* | -13 | -5% | -1 | 11 | -1.8
Cc1cccn2c(=O)c3cc(S(=O)(=O)c4ccccc4)c(=N)n(Cc4ccc(F)cc4)c3nc12 | 0 | 15 | 1.5% | -5 | -2 | -7% | 3 | -1 | 0.4
CCOc1ccc(NC(=O)CN2C(=O)CCSc3ccc(S(=O)(=O)N4CCCC4)cc32)cc1 | -1&1 | -5&6 | -1.5%&1.6% | -3 | -31&0 | -7%&-16% | 0&3 | -5&-11 | -0.5&-0.1
COc1cccc2cc(-c3n[nH]c(=S)n3C)oc12 | 1 | -6 | 12% | 6 | -12 | -7% | 1 | 8 | -0.3
Cc1ccc(Cn2c(CCNC(=O)c3cccc(C)c3)nc3ccccc32)cc1 | 2 | -10 | 3.3% | -4 | -4 | 4% | 16 | -13 | -3.0
CCCCN(C)S(=O)(=O)c1cc2c3c(c1)CCC(=O)N3CCC2 | 0 | -9 | 1.7% | -3 | -1 | -15% | 3 | 5 | 0.8
Cc1cc(C(=O)N2CCCc3ccccc32)no1 | 2 | 9 | 1.3% | 10 | -1 | -15% | -3 | -5 | -0.5
O=C(Cn1ncn2nc(-c3cccs3)cc2c1=O)NCc1cccc(Br)c1 | -1 | 10 | 1.3% | -3 | -3 | -8% | 3 | -1 | 0.1
CCOC(=O)CC1COCCN1C(=O)c1ccc2oc(Cc3ccccc3)nc2c1 (stereo not given) | -5 | -16 | 0.9% | 4 | -5 | -7% | 3 | -4 | 0.7
Cc1ccc(C(=O)Nc2nnc(S(=O)(=O)N3CCCc4ccccc43)s2)cc1 | 1 | 10 | -3.3% | 9 | -15 | -7% | 1 | 14 | 0.0
CC1CCCCN1S(=O)(=O)c1ccc(C(=O)Nc2sccc2C(N)=O)cc1 (stereo not given) | 18 | 17 | -1.8% | -16 | . | 6% | 15 | 1 | -0.1
CCCCCCN(C(=O)CCCCCN1C(=O)NC(c2ccc(-c3ccccc3)cc2)C(C(=O)OCc2ccccc2)=C1C)C(C)C(=O)NCCCC (stereo not given) | -2 | -5 | -0.2% | -4 | . | 0%&43% | 18 | 0 | 4.2
Cc1ccc2[nH]c3c(=O)n(CC(=O)N4CCN(c5ccccc5F)CC4)ncc3c2c1 | -8 | 8 | 5.2% | -8 | 1 | 7% | 1 | 6 | 0.5
O=C(N/N=C/c1ccco1)c1cccc([N+](=O)[O-])c1 | -4 | 7 | -0.2% | -3 | -14 | -6% | 1 | -3 | 0.6
O=C(NCc1ccco1)C1CCN(C(=O)N2CCOc3ccccc32)CC1 | 3 | 6 | 0.7% | -6 | -6 | -7% | 1 | -2 | 0.0
OCc1nc2ccccc2n1CCc1ccccc1 | -1 | -19 | 2.1% | 16 | 3 | -7% | 6 | 9 | -0.2
CCN(CC)C(=O)c1cccc(NC(=O)C2=COCCO2)c1 | -4 | -8 | 0.0% | 2 | 5 | . | 1 | 0 | 0.4
COC(=O)c1ccc(COc2ccccc2/C=N/Nc2cccc(C(=O)O)c2)cc1 | -4 | 1 | 4.9% | 8 | 4 | -13% | 1 | -6 | 0.0
O=C(c1ccc(Cl)cc1Cl)c1ncc(C(F)(F)F)cc1Cl | -5 | -12 | -4.9% | 3 | 1 | ? | 4 | -1 | 0.0
COCCNCC(=O)Nc1nc(C)cs1 | 3 | 0 | 2.7% | -2 | -7 | -4% | 1 | 2 | 0.3
CCCn1c(CCC(=O)O)ccc1-c1cccs1 | 2 | 5 | -0.1% | 9 | -5 | -7% | 11 | 5 | -0.5
Cc1ccccc1Cn1c(CCCNC(=O)C2CCCCC2)nc2ccccc21 | 1 | -2 | -0.9% | . | . | -11% | -3 | -1 | -1.5
